# Source: PubChem (Fisher Drug Discovery Resource Center)
# NPYLR7 ag = activates Aedes aegypti NPYLR7 receptor; AID 1259423; 0.15% of 270,000 active; activation, % at 10 µM; HEK293T NPYLR7/Galpha15, GCaMP6s calcium fluorescence; in the data active = activation above about 40%;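 note: 0% = vehicle and 100% = reference agonist at the receptor; some compounds past the cut are filed as inactive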
# hcGAS lum = inhibitors of human cGAS; inhibition, % at 12.5 µM; Q8N884; AID 1259398; 0.081% of 290,000 active; recombinant h-cGAS, ATP depletion, Kinase-Glo luminescence;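 note: 0% = vehicle reaction and 100% = reaction without DNA for no activity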
# Target sequence (Q8N884 whole entry, looked up): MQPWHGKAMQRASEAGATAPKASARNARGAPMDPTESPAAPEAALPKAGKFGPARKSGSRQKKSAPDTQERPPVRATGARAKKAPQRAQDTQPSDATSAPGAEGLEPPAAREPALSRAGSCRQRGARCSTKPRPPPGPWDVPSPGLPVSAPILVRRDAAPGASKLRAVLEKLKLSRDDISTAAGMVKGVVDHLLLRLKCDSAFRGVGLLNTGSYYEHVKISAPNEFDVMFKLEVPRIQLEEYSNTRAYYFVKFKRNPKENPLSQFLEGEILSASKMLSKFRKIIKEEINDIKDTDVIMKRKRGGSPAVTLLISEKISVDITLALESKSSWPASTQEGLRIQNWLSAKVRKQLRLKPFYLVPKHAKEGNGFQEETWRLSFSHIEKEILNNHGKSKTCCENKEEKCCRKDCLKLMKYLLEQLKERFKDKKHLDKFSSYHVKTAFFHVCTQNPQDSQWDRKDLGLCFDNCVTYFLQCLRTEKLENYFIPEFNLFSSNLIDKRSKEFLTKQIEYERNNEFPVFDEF
# mcGAS inh = blocks mouse cGAS activity; Q8C6L5; recombinant cGAS, Kinase-Glo ATP depletion luminescence; inhibition, % at 12.5 µM; 0.15% of 160,000 active;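 note: 0% = negative control wells and 100% = reference inhibitor with no enzyme activity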
# Starred values were filed as active, the others as inactive; . = no result given; & = joins results of further samples. Cut-off read from the data, not from the text of the source, unless noted: active = inhibition above about 40%; inactive = the rest.
item | Compound | NPYLR7 ag | mcGAS inh | hcGAS lum
1 | CCOC(=O)N1CCC(Nc2cncc(Br)c2)CC1 | 1.8 | -10.0 | -12.0
2 | Cc1ccc(C2(CN3CCOc4ccccc4C3)CCNCC2)nc1 | 6.2 | . | -11.2
3 | Cc1ccc(C)c(S(=O)(=O)N2CCN(c3ccc(-n4cccn4)nn3)CC2)c1 | -6.5 | -8.5 | -8.0
4 | CCOc1ccc(S(=O)(=O)N2CCOCC2)cc1NC(=O)CCC1Cc2ccccc2NC1=O (centres undefined) | 17.5 | . | -9.7
5 | Cc1cccnc1C(NCC(=O)NC1CCCCCCC1)C1CC1 (centres undefined) | 15.9 | . | -3.2
6 | Cn1ccn2ncc(C(=O)NCc3nncn3C3CCCCC3)c12 | . | -11.8 | -8.6
7 | Cc1cc(C(C)NC(=O)N(C)C(C)C2CC2)c(C)s1 (centres undefined) | 1.5&8.6 | 0.9 | -16.4&3.0
8 | CCOC(=O)N1CCC(N2CCC3(CCCN(Cc4cccc(C)c4)C3)C2)CC1 (centres undefined) | 6.0 | . | -7.2
9 | CCc1ccc2c(c1)NC(=O)C2(C)Cc1cccc(F)c1 (centres undefined) | 0.4 | -3.5 | 0.1
10 | O=C(/C=C/c1ccccc1Cl)N1CCC(Cc2ccc(C(F)(F)F)cc2)CC1 | 1.9 | -7.8 | -7.8
11 | Cc1ccc(Cc2nc(N3CCN(S(=O)(=O)c4ccc([N+](=O)[O-])cc4)CC3)c3c(-c4cccnc4)noc3n2)cc1 | 18.7 | -7.9 | -7.8
12 | O=C(Cc1cccs1)NCCN=C1NS(=O)(=O)c2ccccc21 | -0.3 | -5.6 | -5.4
13 | C=CCOCC(O)CN(Cc1c(-c2ccccc2)noc1N1CCC(C)CC1)C1CC1 (centres undefined) | 9.6 | -2.6 | -5.2
14 | CC1c2ccsc2CCN1C(=O)/C=C/c1cc(Cl)c2c(c1)OCCCO2 (centres undefined) | 1.6 | -5.6 | -4.0
15 | CCc1oc(C(=O)N2CCCC3(CNC(=O)O3)C2)cc1CN(CC)CC (centres undefined) | 3.0 | . | -0.5
16 | O=C(NCc1ccco1)[C@@]1(OCc2ccccc2F)CC(OCc2ccccc2F)[C@H](O)[C@H](O)C1 (some centres undefined) | -3.1 | -0.5 | 5.7
17 | CN(CCC(=O)N(C)C1Cc2ccccc2C1)C1CCS(=O)(=O)C1 (centres undefined) | 3.3 | -18.4 | -1.4
18 | CN(Cc1cnn(-c2ccc(F)cc2)c1)Cc1cccc2nccnc12 | 10.3 | . | -7.3
19 | COc1ccccc1OCC(=O)NCC1CCCN(C(=O)CC2=CCCCC2)C1 (centres undefined) | 18.2 | . | -5.9
20 | Cn1c(CCNC(=O)C2CC23CCN(CC2=CC[C@H]4C[C@@H]2C4(C)C)CC3)nc2ccccc21 (some centres undefined) | 20.5 | -10.7 | -7.9
21 | CCn1cc(C(=O)Nc2ccc3c(c2)OCCO3)c2nn(-c3ccccc3)c(=O)c-2c1 | 9.6 | -7.7 | -3.1
22 | COc1ncccc1-c1cc(C(=O)NC2CC2)ccn1 | 31.7 | . | -3.8
23 | CCn1c(C)c(C(=O)CN(CC2CCCO2)C(=O)C2C[C@H]2c2ccccc2)c(C)c1C(=O)OC (some centres undefined) | . | -1.5 | -0.1
24 | CC(=O)N(Cc1ccc(NC(=O)CCOC(C)C)cc1)C(C)C | 0.4 | . | -7.6
25 | O=C(NC(C(=O)Nc1ccccc1)C1CCN(C(=O)Cc2ccccc2)CC1)c1ccc(F)cc1 (centres undefined) | 0.1 | -3.1 | -2.7

# In another format: entries from further up.
23. CCn1c(C)c(C(=O)CN(CC2CCCO2)C(=O)C2C[C@H]2c2ccccc2)c(C)c1C(=O)OC (some centres undefined)
  NPYLR7 ag = . | mcGAS inh = -1.5 | hcGAS lum = -0.1

3. Cc1ccc(C)c(S(=O)(=O)N2CCN(c3ccc(-n4cccn4)nn3)CC2)c1
  NPYLR7 ag = -6.5 | mcGAS inh = -8.5 | hcGAS lum = -8.0

# The list goes on.
item | Compound | NPYLR7 ag | mcGAS inh | hcGAS lum
26 | CCOC(=O)CC1=NN(c2ccccc2)C(=O)/C1=C\c1ccc2c(c1)OCO2 | 14.8 | -2.4 | -2.9
27 | O=C(CCC1CCCN(C(=O)CC2=CCCCC2)C1)N1CCN(Cc2ccccc2)CC1 (centres undefined) | 0.8 | -2.8 | 5.0
28 | O=C(NCCN1CCOCC1)c1ccc(CSc2nc(-c3ccccc3)cc(N3CCN(c4ccccc4Cl)CC3)n2)cc1 | 12.2 | -3.1 | -11.6
29 | CC1(C(=O)NS(=O)(=O)c2ccccc2C(F)(F)F)CCN1C(=O)C1CC1 (centres undefined) | -3.1 | . | -12.2
30 | CC(C(=O)N1CCNC1=O)N1CCCC1c1cccs1 (centres undefined) | 4.8 | -8.0 | -12.4
31 | N#CC(=Cc1ccc(F)cc1)c1nc(C2CC2)cs1 | 1.4 | -5.4 | -2.3
32 | Cc1cccc(-n2c(C)nn(CN3CCN(c4ccc(F)cc4)CC3)c2=S)c1 | -9.8 | . | 2.3
33 | CCC(=O)NC(=S)c1c(C)nc2sccn12 | 5.7 | . | -3.8
34 | NC(=O)c1ccc(CNC(=O)c2ccc(Cl)c(I)c2)cc1 | 1.9 | . | -3.4
35 | CNc1nnc(SCc2cc(=O)n3c(n2)sc2ccccc23)s1 | 0.1 | . | -13.6
36 | Cc1cc(C)n(-c2nc(C)c(C)c(=O)n2CC(=O)Nc2ccc3c(c2)OCO3)n1 | -0.4 | -9.2 | -16.6
37 | CCC1CC(CSc2ncn[nH]2)OC1=O (centres undefined) | 0.9 | . | -8.5
38 | CC1CC(N2CCCC(c3cc(C(F)(F)F)n[nH]3)C2)C(=O)O1 (centres undefined) | 8.3 | . | -8.9
39 | COc1ccc2c(c1)-c1sc(C(=O)NCCc3ccc(Cl)cc3Cl)cc1CC2 | 2.1 | -5.4 | -2.7
40 | Cc1ccc(C2CC(c3ccccc3F)=NN2C(=O)CN2CCc3ccccc3C2)c(C)c1 (centres undefined) | 18.8 | -6.5 | -9.4
41 | Cc1cc2oc(Br)c(CC(=O)N(C)C)c2cc1Cl | 4.8 | . | -1.8
42 | O=C1c2ccccc2S(=O)(=O)N1c1ccc(Br)cc1 | 3.7 | . | 0.1
43 | CN(C1CCCCC1)S(=O)(=O)c1csc(C(N)=O)c1 | -0.6 | . | -8.6
44 | CN1N=C(C(=O)Nc2ccc3c(c2)Cc2ccccc2-3)CCC1=O | 5.4 | -5.7 | -1.6
45 | Cc1cnc(NCc2ccc3c(c2)OCCCO3)nc1N(C)C | 0.7 | . | -4.7
46 | CCC(=O)OCC(=O)c1c(N)n(C)c(=O)n(C)c1=O | 6.8 | . | -7.7
47 | COc1ccc(S(=O)(=O)NC(=O)C2(C)CCN2C(=O)Cc2ccc(Cl)cc2Cl)cc1 (centres undefined) | 17.4 | . | -0.2
48 | CCOc1ccc(-c2ccc(=O)n(Cc3cc(C)ccc3C)n2)cc1 | 12.0 | . | -7.1
49 | CN(c1ccccc1)c1nnc(C(O)c2ccc(Oc3ccccc3)cc2)s1 (centres undefined) | -2.1 | -6.9 | -7.9
50 | CC(C)(C)OC(=O)N1CCN(CC2CCCN(S(C)(=O)=O)C2)CC1 (centres undefined) | 2.0 | . | -7.6
51 | COCC(C)Nc1nc(-c2cc(C)n(-c3cc(C)on3)c2C)cs1 (centres undefined) | 2.6 | . | -4.8
52 | CCOC(=O)CNC(=O)Cn1c(=O)n(-c2ccccc2)c(=O)c2oc3ccccc3c21 | -7.3 | -5.4 | -4.1
53 | CCN(CC)C(=O)Oc1ccc2c(ccn2Cc2ccccc2)c1NC(=O)C(Cl)Cl | -2.9 | -6.9 | -5.3
54 | CCN(CC)C(=S)SCc1ccc2c(c1)OCCO2 | 6.1 | . | -8.8
55 | O=C(Nc1cc2c(cc1Br)OCCO2)C1CC(=O)N(C2CCCC2)C1 (centres undefined) | 0.7 | . | -7.6
56 | NS(=O)(=O)c1ccc(CCNC(=O)C2CCCCC2C(=O)N2CCc3c([nH]c4ccccc34)C2)cc1 (centres undefined) | -14.1 | . | -3.3
57 | Cc1cc(Nc2ccc3c(n2)C(=O)N(CC(=O)N[C@H](C)c2ccccc2)C3)n(C)n1 | 8.0 | . | 2.0
58 | Cn1nnnc1Sc1ncccc1[N+](=O)[O-] | -0.5 | . | 0.0
59 | Cc1nnsc1C(=O)N1CCC2(CCCN(Cc3ccc(C(C)C)cc3)C2)C1 (centres undefined) | 6.1 | . | -8.8
60 | COc1ccc(OC)c(C(=O)N(CCn2cccn2)c2nc3c(C)cc(C)cc3s2)c1 | -18.4 | -3.0 | -0.6
61 | CC(C)COc1nc(-c2ccc3c(c2)OCO3)n(-c2ccc(NC(=O)COCc3ccccc3)cc2)n1 | 0.7 | -3.4 | 1.4
62 | Cc1c(-c2ccccc2F)[nH]c2ccc(CNC(=O)CCN3CCCO3)cc12 | -11.2 | . | -2.0
63 | CN(Cc1ccccc1Cl)S(=O)(=O)c1cnc2c(c1)c(=O)n(C)c(=O)n2C | 0.1 | . | 6.0
64 | Brc1ccccc1CN1CCC(Cc2ccccc2)CC1 | 1.9 | -2.8 | 1.4
65 | CCOC(=O)C1=C(C)N(CCOC)C(=O)NC1c1ccccc1 (centres undefined) | -6.5 | . | -6.3
66 | CCOC(=O)c1c(NC(=O)Cn2cnc(C#N)n2)sc(C)c1CC | 10.0 | . | -4.0
67 | COc1ccccc1CCC(=O)Nc1ccc2c(c1)CN(C1CCCC1)CC2 | 7.3 | . | -6.5
68 | Cc1cc(NC(=O)CSc2nnc(CN3CCCC3)o2)no1 | 18.1 | -6.8 | -4.4
69 | CC(=O)N1CCCC1C(=O)O (centres undefined) | . | 2.0 | 30.4
70 | CCn1ccnc1CN1CCCN(c2ccccc2C)CC1 | -1.5 | -16.3 | -3.0
71 | CCCCNC(=O)NC(=O)CN1CCC(c2ccccc2)C1 (centres undefined) | 5.6 | -16.3 | -9.4
72 | CCCCn1c(=O)c2[nH]c(C34CC5CC(CC3C5)C4)nc2n(CCCO)c1=O | -12.7 | . | -2.3
73 | CCC1COC(C)(CCC(C)C)N1C(=O)c1cc2c(=O)n3cccc(C)c3nc2s1 (centres undefined) | 5.0&10.8 | . | -6.3&-8.8
74 | COc1ccccc1NC(=O)Cc1noc(CN2CCCN(C(C)=O)CC2)n1 | 1.7 | . | -4.1
75 | Cc1ccc(CN2CCN(C)C3(CCN(C(=O)C4CCCC4)CC3)C2)cc1 | -3.4 | 0.1 | -5.6

# (list continues)
item | Compound | NPYLR7 ag | mcGAS inh | hcGAS lum
76 | Cc1ccc2nc(N(CCCN(C)C)C(=O)C3COc4ccccc4O3)sc2c1 (centres undefined) | 10.7 | -2.1 | -1.7
77 | CC(C)CN(CCC(=O)Nc1ccc(F)cc1)c1nc(Cc2ccccc2)ns1 | -4.1 | -3.9 | -1.9
78 | CCOC(=O)c1cc(C2CC2)n(C2CCN(C(=O)c3c(-c4ccccc4Cl)noc3C)CC2)n1 | 5.2 | -6.8 | -2.8
79 | Cc1ccc(NC(=O)CN2CCN(C(=O)CCc3ccc4c(c3)OCO4)CC2)cc1 | 8.7 | . | -9.2
80 | Cc1ccc(/C=C2\SC(=S)N(C(C(=O)O)C(C)C)C2=O)o1 (centres undefined) | -0.5 | 3.7 | 0.1
81 | COc1ccc(N2C(=O)c3ccccc3NC2c2ccc(OC)c(COc3ccccc3F)c2)cc1 (centres undefined) | 10.7 | -5.1 | -5.3
82 | CCOC(=O)c1c(NC(=O)c2ccc(Cl)cc2Cl)sc(C(=O)Nc2ccccc2C)c1C | -9.2 | . | -4.5
83 | O=C(/C=C/c1cccc([N+](=O)[O-])c1)Nc1nc2ccccc2s1 | -6.0 | . | -4.0
84 | CCn1cc(C(CC(=O)NCCN2CCCCC2)c2cccc(Cl)c2)c2ccccc21 (centres undefined) | 0.9 | -3.4 | -0.2
85 | CC(c1ccncn1)N(C)C(=O)c1cn(-c2ccccc2)nn1 (centres undefined) | 10.2 | . | -8.3
86 | O=C(C=Cc1ccc([N+](=O)[O-])cc1)c1ccc(I)cc1 | 6.9 | . | -3.7
87 | N#CC(=Cc1ccc2c(c1)OCCO2)c1nnc2n1CCCCC2 | -0.4 | . | -3.4

# 12 structures out of the list, sorted by SMILES length, low to high.
item | Compound | NPYLR7 ag | mcGAS inh | hcGAS lum
87 | N#CC(=Cc1ccc2c(c1)OCCO2)c1nnc2n1CCCCC2 | -0.4 | . | -3.4
85 | CC(c1ccncn1)N(C)C(=O)c1cn(-c2ccccc2)nn1 (centres undefined) | 10.2 | . | -8.3
86 | O=C(C=Cc1ccc([N+](=O)[O-])cc1)c1ccc(I)cc1 | 6.9 | . | -3.7
80 | Cc1ccc(/C=C2\SC(=S)N(C(C(=O)O)C(C)C)C2=O)o1 (centres undefined) | -0.5 | 3.7 | 0.1
74 | COc1ccccc1NC(=O)Cc1noc(CN2CCCN(C(C)=O)CC2)n1 | 1.7 | . | -4.1
83 | O=C(/C=C/c1cccc([N+](=O)[O-])c1)Nc1nc2ccccc2s1 | -6.0 | . | -4.0
84 | CCn1cc(C(CC(=O)NCCN2CCCCC2)c2cccc(Cl)c2)c2ccccc21 (centres undefined) | 0.9 | -3.4 | -0.2
79 | Cc1ccc(NC(=O)CN2CCN(C(=O)CCc3ccc4c(c3)OCO4)CC2)cc1 | 8.7 | . | -9.2
72 | CCCCn1c(=O)c2[nH]c(C34CC5CC(CC3C5)C4)nc2n(CCCO)c1=O | -12.7 | . | -2.3
73 | CCC1COC(C)(CCC(C)C)N1C(=O)c1cc2c(=O)n3cccc(C)c3nc2s1 (centres undefined) | 5.0&10.8 | . | -6.3&-8.8
82 | CCOC(=O)c1c(NC(=O)c2ccc(Cl)cc2Cl)sc(C(=O)Nc2ccccc2C)c1C | -9.2 | . | -4.5
78 | CCOC(=O)c1cc(C2CC2)n(C2CCN(C(=O)c3c(-c4ccccc4Cl)noc3C)CC2)n1 | 5.2 | -6.8 | -2.8
